ATXN2 expr inh: ATXN2 expression inhibition | HEK-293 ATXN2-luciferase reporter, luminescence, 24 h | 360,000 tested, 0.72% active | Potency, µM (doses to about 57 µM), for inactives: at the top dose activity change, negative = inhibition, most hits filed as inhibitors; further: potency means the concentration at half of the fitted maximal effect; on the % scale 0 is the no-effect control and ±100 the full control effect; nearly all actives have a fitted effect of over 55% in size
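ATXN2-luciferase reporter cells (luciferase flanked by upstream and downstream ATXN2 gene portions) were treated 24 h at 37 °C with compounds at up to 57 uM. SteadyGlo luminescence gave expression; GF-AFC fluorescence gave viability.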
MCF10A rereplic: inducers of DNA re-replication in MCF 10A breast cells; MCF 10A DNA re-replication, Hoechst nuclear intensity, 48 h; Potency, µM (doses to about 46.1 µM), inactives show top-dose activity, positive = re-replication, most hits filed as activators; 350,000 tested, 2.9% active; AID 624296; further: potency means the concentration at half of the fitted maximal effect; % of control where 0% means no effect; nearly all actives have a fitted effect of over 50% in size
SW480 rereplic: DNA re-replication induction in SW480 cells | SW480 DNA re-replication, Hoechst DNA content imaging, 48 h | Potency, µM (top dose mostly 46.1 µM), for the others: top-dose re-replication activation, hits mostly activators | 340,000 tested, 1.8% active | AID 624297; further: potency means the concentration at half of the fitted maximal effect; % of control where 0% means no effect; nearly all actives have a fitted effect of over 55% in size
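Image-based read-out: total Hoechst fluorescence of nuclei (405 nm excitation, 500-530 nm emission), with hits raising the fraction of high-intensity nuclei. SW480 colon cells incubated 48 hr with compounds at 37 C.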
IL-1B inflam inh: inhibitors of inflammasome signaling (IL-1 beta secretion) | AID 743279 | 360,000 tested, 4.7% active | activity change, % at 57.5 µM | THP-1 LPS/ATP IL-1B secretion, AlphaLISA, 16 h; active compounds read low; in the data active means activity change below about -50%; inconclusive means mostly about -30% to -49%; further: on the % scale 0 is the no-effect control and ±100 the full control effect
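Secreted IL-1B measured by AlphaLISA bead assay after 16 h compound exposure of THP-1 cells; compounds (final up to 57.5 uM) added 1 h before LPS (250 ng/mL) and ATP (1.25 mM) stimulation; lower signal means less secretion.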
HT1080 IDH1KD tx: kills HT-1080 cells with IDH1 knockdown; HT-1080 IDH1 knockdown viability, ATP luminescence, 48 h; Potency, µM (highest dose often 46.1 µM), inactives show top-dose activity, negative = toxicity, actives largely listed as cytotoxic; 360,000 tested, 2% active;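 further: potency means the concentration at half of the fitted maximal effect; 0% = DMSO wells and -100% = cell-free medium wells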
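Cytotoxicity counter-line: IDH1KD HT-1080, 48 h, CellTiter-Glo. Curves classed by r2, magnitude and activity.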
ATXN viability: viability counter-screen for ATXN expression inhibitors | S2 cells (HEK-293 line with an ATXN2-luciferase reporter) viability, CellTiter-Fluor protease fluorescence, 24 h | Potency, µM (series often up to 56.7 µM), hits mostly cytotoxic | 400,000 tested, 0.49% active | AID 651635; further: potency means the concentration at half of the fitted maximal effect; nearly all actives have a fitted effect of over 40% in size
KB-3-1 cytotox: KB-3-1 parental cell cytotoxicity; Potency, µM (top dose mostly 46.1 µM), inactives show at the top dose activity change, negative = cytotoxic, most hits filed as cytotoxic; KB-3-1 viability, CellTiter-Glo ATP luminescence, 72 h; 400,000 tested, 1.4% active; further: potency means the concentration at half of the fitted maximal effect; on the % scale 0 is the no-effect control and ±100 the full control effect; nearly all actives have a fitted effect of over 60% in size
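Using CellTiter-Glo luminescence, growth of non-resistant KB-3-1 adenocarcinoma cells is assessed 72 h after pin-tool compound addition at 37 °C. Normalized responses across the concentration series yield fitted curves.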
KB-V1 cytotox: kills drug-selected multidrug resistant KB-V1 cells. KB-V1 MDR cells viability, CellTiter-Glo, 72 h. Potency, µM (titrated, usually from 46.1 µM), without a hit: at the top dose activity change, negative = cytotoxicity, most hits filed as cytotoxic. 400,000 tested, 3.4% active; further: potency means the concentration at half of the fitted maximal effect; on the % scale 0 is the no-effect control and ±100 the full control effect; nearly all actives have a fitted effect of over 60% in size
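Luminescent ATP read-out (CellTiter-Glo, 10 min) measures survival of drug-selected KB-V1 MDR cells after 72 h, 37 degrees C compound exposure. Medium: phenol-red-free DMEM, 10% FBS. Values from fitted concentration-response curves.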
HT1080-NT tox: kills 2HG-producing HT-1080-NT fibrosarcoma cells; HT-1080-NT fibrosarcoma viability, CellTiter-Glo ATP luminescence, 48 h; 360,000 tested, 1.6% active; Potency, µM (top dose mostly 46.1 µM), for inactives: top-dose activity, negative = less viability, actives largely listed as cytotoxic;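 further: NT is the 2HG producing partner of a matched IDH1 knockdown line; potency means the concentration at half of the fitted maximal effect; 0% = DMSO-treated cells and -100% = media-only wells without cells; nearly all actives have a fitted effect of over 55% in size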
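Fibrosarcoma NT cells, 750 per well in 5% FBS RPMI, were exposed to compound for 48 hours. Viability: CellTiter-Glo luminescence.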
Active calls of the source: *; i = inactive; ? = inconclusive; / = no result given; [ ] = dose if it differs, or a comment. Unless noted, the call rests on the fitted dose curve; in most records, active means well fitted curve in the direction sought with a large enough effect; inconclusive means small, poorly fitted or top-dose-only effect, or another doubt; inactive means no such curve, though single readings can be large; an effect the other way counts as inactive or inconclusive.

SMILES	ATXN2 expr inh	MCF10A rereplic	SW480 rereplic	IL-1B inflam inh	HT1080 IDH1KD tx	ATXN viability	KB-3-1 cytotox	KB-V1 cytotox	HT1080-NT tox
CCOC(=O)C1=C(C)C2C3C(=O)N(c4ccc(C)cc4C)C(=O)C3C1(C)C1C(=O)N(c3ccc(C)cc3C)C(=O)C21 (stereo not given)	-6%	-1%	-1%	-13	2%	?	-2%	27%	3%
Nc1c(C(=O)Nc2ccc(S(=O)(=O)N3CCCC3)cc2)sc2nc3cc4c(cc3cc12)CCC4	-19%	15%	-3%	16	?	i	?	?	?
O=C1c2ccccc2[C@@H]2C[C@@H](O)[C@H](Nc3cccc(C(F)(F)F)c3)CCN12	-12%	-9%	-33%[inhibitor]	?	-2%	i	0%	0%	-2%
Cc1ccccc1NC(=O)C1CC(=O)OC12CCOC(C)(C)C2 (stereo not given)	1%	-1%	0%	28	10%	i	4%	2%	-2%
CCOc1ccc(-n2ccc(=O)c(C(=O)O)n2)cc1	-4%	2%	-5%	57	-6%	i	0%	26%	-2%
CC(=O)Oc1ccc2oc(=O)c3c(c2c1)CCCN3C(=O)CN1CCOCC1	/	-1%	-68%[inhibitor]	10	4%	?	-1%	16%	-2%
O=C(N/N=C/c1ccc(Cl)cc1)Nc1ccccc1	21%	1%	3%	-16	1%	i	-4%	-16%	17%
COCCCNC(=O)c1ccc(-c2nc3ccccc3nc2-c2ccccc2)cc1	-25%	?	-4%	-9	0%	i	-4%	-19%	-3%
O=C(CS(=O)CC(=O)N(CC(=O)NC1CCCC1)C1CCCCC1)Nc1ccc(F)cc1 (stereo not given)	0%	4%	1%	1	2%	i	6%	-15%	19%
O=C(C1CC1)N1CCc2cc(Br)cc(S(=O)(=O)NCc3ccc4c(c3)OCO4)c21	6%	2%	1%	22	-1%	i	1%	-1%	-8%
CC1Cc2ccccc2N1C(=O)CSc1nnnn1C1CCCC1 (stereo not given)	1%	-1%	-5%	0	11%	i	24%	-17%	11%
Cc1noc(-c2ccccc2OCC(=O)Nc2ccccc2[N+](=O)[O-])n1	-5%	/	/	/	/	?	-3%	-2%	/
CCc1nc(Nc2ccccc2)c2nnn(Cc3ccccc3)c2n1	-15%	?	-3%	?	-6%	i	-4%	24%	-18%
COc1ccccc1N(CC(O)CN1CCC(C)CC1)S(=O)(=O)c1ccccc1 (stereo not given)	0%	-6%	2%	-15	4%	i	0%	1%	16%
Cn1c(=O)c2c(nc(NCc3cccnc3)n2Cc2ccc(Cl)cc2)n(C)c1=O	-1%	4%	-1%	?	?	i	?	?	?
O=C(NCc1ccco1)c1ccc(S(=O)(=O)N2CCCc3ccccc32)cc1	-18%	?	?	6	?	i	-4%	?	?
Cc1ccc(C(=O)Nc2cccc3ccccc23)o1	16%	?	5.2µM*	-5	13%	i	-1%	1%	12%
Cc1ccc(C(=O)Nc2ccc(S(=O)(=O)N3CCOCC3)cc2)cc1Br	-3%	-18%	?	/	-16%	i	0%	-20%	?
COC(=O)c1ccc(CNC(=O)C2CCC(=O)N(C3CCCCCC3)C2)cc1 (stereo not given)	12%	0%	9%	12	9%	i	3%	10%	0%
O=C(Nc1cccc(Cl)c1)Nc1cccc(C(=O)O)c1	3%	-1%	0%	63	10%	i	?	21%	?
N#Cc1cc(C(=O)c2cc(Cl)ccc2O)cn(-c2ccccc2)c1=O	1%	1%	0%	12	-2%	i	-4%	16%	-1%
O=S(=O)(NCCCN1CCOCC1)c1ccc(F)c(Cl)c1	10%	-8%	-14%	-1	-1%	i	11%	?	6%
Cc1ccc(-n2nc(C)c3c(-c4cccs4)c(C#N)c(N)nc32)cc1	3%	8.2µM*	?	25	-7%	i	-13%	?	-15%
CN(C)c1cc(-c2ccc(F)cc2)oc(=O)c1Cl	-13%	5%	-6%	-12	-4%	i	-9%	-29%	-7%
COCC(=O)Nc1ccc(N2CCOCC2)c(S(=O)(=O)Nc2ccccc2OC)c1	/	2%	5%	-2	-5%	i	?	?	-4%

Record cards (already shown). Order of values: ATXN2 expr inh, MCF10A rereplic, SW480 rereplic, IL-1B inflam inh, HT1080 IDH1KD tx, ATXN viability, KB-3-1 cytotox, KB-V1 cytotox, HT1080-NT tox
CN(C)c1cc(-c2ccc(F)cc2)oc(=O)c1Cl reads -13%, 5%, -6%, -12, -4%, i, -9%, -29%, -7%
Cc1ccc(-n2nc(C)c3c(-c4cccs4)c(C#N)c(N)nc32)cc1 reads 3%, 8.2µM*, ?, 25, -7%, i, -13%, ?, -15%
O=C(Nc1cccc(Cl)c1)Nc1cccc(C(=O)O)c1 reads 3%, -1%, 0%, 63, 10%, i, ?, 21%, ?
O=C(N/N=C/c1ccc(Cl)cc1)Nc1ccccc1 reads 21%, 1%, 3%, -16, 1%, i, -4%, -16%, 17%
COC(=O)c1ccc(CNC(=O)C2CCC(=O)N(C3CCCCCC3)C2)cc1 (stereo not given) reads 12%, 0%, 9%, 12, 9%, i, 3%, 10%, 0%

Further records follow.
SMILES	ATXN2 expr inh	MCF10A rereplic	SW480 rereplic	IL-1B inflam inh	HT1080 IDH1KD tx	ATXN viability	KB-3-1 cytotox	KB-V1 cytotox	HT1080-NT tox
CCC(C)C(NC(=O)c1ccc(Cl)cc1Cl)C(=O)O (stereo not given)	4%	-1%	-2%	18	-3%	i	-3%	-6%	23%
CCCN(CCC)CC(O)CN1C(=O)NC(C)(C)C1=O (stereo not given)	-6%	-34%[inhibitor]	-3%	-7	10%	i	-10%	3%	11%
O=C(O)C1CCCCN1c1ccccc1[N+](=O)[O-] (stereo not given)	6%	/	/	14	18%	i	2%	-3%	23%
O=C(NNC(=O)c1ccco1)Nc1ccccc1	0%	-1%	-5%	4	11%	i	12%	?	12%
COC(=O)c1cc(O)cc(OC)c1C(=O)c1c(O)cc(C)cc1O	-10%	?	5%	8	-8%	i	0%	-1%	-4%
CCCc1[nH]nc2c1C(c1cn[nH]c1-c1ccc(F)cc1)C(C#N)=C(N)O2 (stereo not given)	-1%	?	8%	-90*	-27%	i	0%	0%	?
COc1ccc(NC(=O)c2ccc(S(=O)(=O)N(C)C)cc2)cc1OC	3%	1%	-6%	-4	-5%[9.24 µM]	i	14%	-28%	2%
COc1ccc(N2CC(C)(C)C2=O)cc1	-3%	-8%	-1%	-5	14%	?	-5%	5%	20%
COC(=O)c1ccc(CN2CCN(C3CCCCC3)C(CCO)C2)cc1 (stereo not given)	-6%	18%	-1%	-22	-14%	i	-9%	1%	0%
CCOc1ccccc1N(CC(=O)Nc1ccccc1C(=O)N1CCCC1)S(C)(=O)=O	1%	-2%	14%	-2	19%	i	0%	?	17%
CCOc1ccc(C2CC(c3c(O)n(C4CCCCC4)c(=O)[nH]c3=O)=Nc3ccccc3S2)cc1 (stereo not given)	15%	/	/	/	/	i	8%	8%	/
CCCN(C(=O)CCc1nc(-c2ccc(OC)cc2)no1)c1ccccc1F	-23%	/	/	/	/	?	-21%	-11%	/
COc1ccc(C2=CSC3=NCCN23)cc1F	1%	12%	-7%	4	-2%[9.24 µM]	i	8%	-15%	1%
COCCCn1c(Cc2csc(Nc3ccc(F)cc3)n2)nnc1SCC(N)=O	1%	0%	-7%	7	-3%	i	9%	17%	1%
COc1cc(CC(=O)OCC(=O)N2CC(C)CC(C)C2)cc(OC)c1OC (stereo not given)	9%	3%	2%	34	-5%	i	1%	4%	2%
CC12CCC(C(=O)NC(c3ccccc3)c3ccccc3)(OC1=O)C2(C)C (stereo not given)	-7%	?	-1%	-4	-9%	i	-12%	-26%	6%
Cc1ccc(C(=O)NCCc2ccc(F)cc2)s1	36%	-2%	-5%	-24	0%	i	-18%	?	1%
CCc1nnc(NC(=O)c2ccc(N(C)S(=O)(=O)c3ccccc3)cc2)s1	?	-3%	-8%	-6	-13%	i	-14%	6.5µM*	2%
Cc1cccc(C)c1NC(=O)CN1CCN(C(=O)CN2C(=O)NC3(CCCCC3C)C2=O)CC1 (stereo not given)	-22%	0%	-73%[inhibitor]	42	-6%	i	-14%	-10%	-5%
CCC(CO)Oc1cc(NCc2cccc(Cl)c2)c2ncn(C(C)C)c2c1 (stereo not given)	?	?	3%	-3	?	?	0%	-14%	?
CCOc1cc(N2CCOCC2)c(OCC)cc1NC(=O)COC(=O)c1c(C)noc1C	/	/	/	4	1%	?	4%	?	4%
CC(C)C(=O)Nc1ncc(Cc2cccc(Cl)c2)s1	19%	6%	4%	-72*	-27%	i	?	?	-21%

Structures from the list above that have an aryl thioether with sulfur outside any ring (2):
SMILES	ATXN2 expr inh	MCF10A rereplic	SW480 rereplic	IL-1B inflam inh	HT1080 IDH1KD tx	ATXN viability	KB-3-1 cytotox	KB-V1 cytotox	HT1080-NT tox
CC1Cc2ccccc2N1C(=O)CSc1nnnn1C1CCCC1 (stereo not given)	1%	-1%	-5%	0	11%	i	24%	-17%	11%
COCCCn1c(Cc2csc(Nc3ccc(F)cc3)n2)nnc1SCC(N)=O	1%	0%	-7%	7	-3%	i	9%	17%	1%

Given bar-delimited: entries from further up
Compound | ATXN2 expr inh | MCF10A rereplic | SW480 rereplic | IL-1B inflam inh | HT1080 IDH1KD tx | ATXN viability | KB-3-1 cytotox | KB-V1 cytotox | HT1080-NT tox
O=C(Nc1cccc(Cl)c1)Nc1cccc(C(=O)O)c1 | 3% | -1% | 0% | 63 | 10% | i | ? | 21% | ?
N#Cc1cc(C(=O)c2cc(Cl)ccc2O)cn(-c2ccccc2)c1=O | 1% | 1% | 0% | 12 | -2% | i | -4% | 16% | -1%
O=S(=O)(NCCCN1CCOCC1)c1ccc(F)c(Cl)c1 | 10% | -8% | -14% | -1 | -1% | i | 11% | ? | 6%

High-throughput results from PubChem.
